MT1-MMP act inh: blockers of MT1-MMP proenzyme processing, primary screen, HT1080 RFP-PRO-GFP cells, GFP/RFP fluorescence; GFP/RFP ratio fluorescence, overnight; percent of plate control window, DMSO zero; GFP/RFP ratio change, % at 20 µM; hit rate 0.061% among 360,000;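 active = GFP/RFP ratio change of at least 30% with cell ATP level not reduced by more than half and red fluorescence within 50% of control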; note: strong numbers were not always called active
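Assay system: RFP-PRO-GFP reporter HT1080 cells; read-out basis: GFP/RFP fluorescence ratio; benchmarks: DMSO wells and RFP-L50D-GFP cells; doses: 20 µM single dose, 1% DMSO; schedule: overnight cell settling, then overnight compound exposure, 37 °C, 5% CO2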
SKN-1 block: suppressors of acrylamide-induced Pgst-4::GFP reporter in worms, primary screen, SKN-1 inhibitor project, whole organism, uHTS, GFP/RFP fluorescence ratio, strain VP596; C. elegans VP596 Pgst-4::GFP/RFP ratio, 24 h; inhibition, % at 21.8 µM; hit rate 0.49% among 360,000; AID 624304, 2012;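 active = interference check ratio from 0.5 to 1.5 plus GFP to RFP signal ratio inhibition reaching or exceeding a fixed threshold, cut at about 30% in these data, passing the limit was not always enough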; note: some compounds called inactive have numbers as strong as hits
MLLE-PAM2 inh: inhibitors of PABP1 MLLE–PAM2 peptide binding, primary screen, biochemical, fluorescence polarization, FITC-PAM2, GST-MLLE; AID 588489, 2011; hit rate 0.36% among 360,000; inhibition, % at 20 µM; Polyadenylate-binding protein 1 (Homo sapiens), P11940; in the data active = inhibition above about 35%, passing the limit was not always enough;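 note: plate controls were DMSO wells with GST-MLLE for no effect and wells lacking GST-MLLE protein for full effect; some results filed as inactive read as strong as hits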
eLon inh: inhibitors of E. coli Lon protease, primary screen, biochemical, fluorescence polarization | AID 602123, 2011 | inhibition, % at 7.94 µM | purified E. coli Lon protease | hit rate 0.42% among 360,000; in the data active = inhibition above about 13%, passing the limit was not always enough;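 note: 0% = enzyme with probe and DMSO and 100% = no enzyme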
Target sequence (P0A9M0 whole entry, looked up): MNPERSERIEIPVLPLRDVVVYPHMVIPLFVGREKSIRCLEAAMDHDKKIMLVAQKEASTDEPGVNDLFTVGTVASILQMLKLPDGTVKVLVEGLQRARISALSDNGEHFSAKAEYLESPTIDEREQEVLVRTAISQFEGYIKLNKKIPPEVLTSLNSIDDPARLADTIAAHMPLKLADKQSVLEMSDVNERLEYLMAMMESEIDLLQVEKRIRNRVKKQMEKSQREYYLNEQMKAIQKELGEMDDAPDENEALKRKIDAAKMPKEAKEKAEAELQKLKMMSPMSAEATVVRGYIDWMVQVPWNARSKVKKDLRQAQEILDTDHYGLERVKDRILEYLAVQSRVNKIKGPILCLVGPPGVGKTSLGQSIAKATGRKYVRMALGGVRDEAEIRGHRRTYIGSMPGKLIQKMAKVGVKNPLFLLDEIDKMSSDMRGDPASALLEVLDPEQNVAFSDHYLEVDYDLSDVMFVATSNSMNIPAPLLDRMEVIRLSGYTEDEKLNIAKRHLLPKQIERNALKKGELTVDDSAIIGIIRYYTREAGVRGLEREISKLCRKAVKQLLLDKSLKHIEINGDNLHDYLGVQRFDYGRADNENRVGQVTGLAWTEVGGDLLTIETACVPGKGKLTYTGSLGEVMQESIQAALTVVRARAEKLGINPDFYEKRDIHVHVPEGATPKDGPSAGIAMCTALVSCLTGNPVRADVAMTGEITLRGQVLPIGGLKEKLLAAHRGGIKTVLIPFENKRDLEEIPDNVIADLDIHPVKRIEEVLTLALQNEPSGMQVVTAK
NRP1-CendR mod: modulators of CendR peptide binding to NRP-1, primary screen, biochemical, fluorescence polarization, uHTS; hit rate 0.85% among 360,000; Neuropilin-1 (Homo sapiens), O14786; AID 602438, 2012; FAM-RPARPAR peptide binding to NRP-1; inhibition, % at 25 µM;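 active = inhibition or corrected inhibition above about 18%, plus a signal ratio from 0.5 to 1.5, limit read from the data, passing the limit was not always enough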; note: strong numbers were not always called active
Rin1 Abl inh: inhibitors of Rin1-Abl protein binding, primary screen, biochemical, TR-FRET. Tyrosine-protein kinase ABL1 (Homo sapiens) + Ras and Rab interactor 1 (Homo sapiens), …. inhibition, % at 7.35 µM. hit rate 0.4% among 360,000; in the data active = inhibition above about 5%, passing the limit was not always enough
Neddylation inh: inhibitors of cullin neddylation, primary screen, biochemical, TR-FRET, uHTS, NAE and Ubc12; hit rate 0.58% among 360,000; NEDD8-conjugating enzyme Ubc12 (Homo sapiens) + NEDD8-activating enzyme E1 regulatory …; calls only at 25 µM; AID 651699, 2012; in the data active = inhibition above about 36%
bovine MsrA act: bovine MsrA enzyme activators, primary screen, biochemical, absorbance, HTS; Methionine sulfoxide reductase A (Bos taurus); hit rate 0.3% among 360,000; activation, % at 10.6 µM; purified bovine MsrA, absorbance read-out; AID 602163, 2012; in the data active = activation above about 7.5%;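 note: 0% = vehicle and 100% = reference activator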
FAS TE block: FAS thioesterase domain inhibitors, primary screen, biochemical, fluorescence intensity, uHTS | recombinant FAS-TE, OMFH fluorogenic substrate, fluorescence endpoint | inhibition, % at 15 µM | hit rate 0.67% among 360,000;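 active = compounds whose normalised, plate-corrected inhibition of enzyme fluorescence in the single-dose primary screen is 50% or more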;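 note: 0% = DMSO with enzyme and 100% = substrate without enzyme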
Numbers without * were called inactive; i = inactive; · = not tested or not shown; + = active, no number.

molecule	MLLE-PAM2 inh	SKN-1 block	Rin1 Abl inh	bovine MsrA act	Neddylation inh	eLon inh	NRP1-CendR mod	FAS TE block	MT1-MMP act inh
N#Cc1c(N2CCCCC2)nc(N)c2c(N)nc3c(c12)CC(CCl)O3 (centres undefined)	-22	9	-5	-1	i	-6	-26	-4	-3
O=C(COC(=O)COc1ccccc1)Nc1ccc(Br)cc1Br	-2	-9	3	-4	i	4	7	-5	1
OC(COCc1cccs1)CN1CCN(c2ccccn2)CC1 (centres undefined)	2	-3	-4	-3	i	7	8	-10	1
CSc1ccccc1NC(=O)CN(C)S(=O)(=O)c1ccc(F)cc1	-8	-6	0	0	i	1	10	-3	0
O=C(NCc1ccc2c(c1)OCO2)C1CC(=O)N(C2CCCC2)C1 (centres undefined)	-13	1	2	-9	i	-12	4	-6	7
NS(=O)(=O)c1ccc(S(=O)(=O)N2CCN(C3CCCC3)CC2)cc1	1	-6	2	-2	i	-8	-5	-5	-3
COc1ccc(Sc2cnn(-c3ccccc3)c(=O)c2Cl)cc1	7	5	-8	-1	i	5	2	18	-5
Cn1c(SCCOc2ccc(Cl)cc2)nnc1-c1ccncc1	-2	15	-1	-3	i	-9	5	-4	5
CCc1ccccc1NC(=O)CNC(=O)c1cc(C2CC2)nn1-c1ccccc1	4	-6	0	6	i	-2	14	1	0
CSc1ccc(CN2CCN(C(=O)c3ccc([N+](=O)[O-])cc3)CC2)cc1	2	3	2	0	i	2	7	12	-14
C=CCNS(=O)(=O)c1ccc(C(=O)OCc2cc(=O)oc3cc(OC)ccc23)cc1	-11	17	-2	-2	i	0	1	4	0
CCOC(=O)CNC(=O)c1ccccc1Br	-12	-28	0	21*	i	-7	6	-11	4
CCCC(=O)NC(=S)Nc1cccc(-c2nc3ncccc3o2)c1	11	17	2	-8	i	-5	-1	-2	10
NC(=O)c1cc2ccccc2o/c1=N\NC(=O)c1ccc(F)cc1	-14	20	-2	-10	i	3	14	0	-3
COc1ccc(OC)c(NC(=O)c2cccc(N3C(=O)C4C5CCC(C5)C4C3=O)c2)c1 (centres undefined)	9	15	1	-9	i	-7	5	0	13
O=C(NCCN1CCOCC1)c1ccc(NC(=O)C2COc3ccccc3O2)cc1 (centres undefined)	-1	0	2	-1	i	-2	9	-6	4
CC(Cc1cccs1)NC(=O)Nc1ccc(Cl)cc1 (centres undefined)	1	-7	7	-15	i	-3	-6	0	9
CC(C)(C)C(=O)Nc1nc2c(c(=O)[nH]1)CCCC2	8	-3	2	-12	i	-5	3	2	·
Cc1ccc(C(c2nnnn2C2CCCCC2)N2CCc3ccccc32)cc1 (centres undefined)	-5	2	-1	3	i	6	-2	19	-14
O=C(COC(=O)CCC1CCCC1)Nc1ccccc1Br	-5	2	0	0	i	4	14	6	2
NC(N)=NCC(O)CN(c1ccccc1)c1ccccc1 (centres undefined)	-5	1	1	-6	i	1	-11	-7	0
CCc1nn(CCCC(=O)NCc2ccc(OC(C)C)cc2)c(=O)c2cc3occc3n12	6	-7	-1	-11	i	2	-12	9	1
OC(CNCc1ccccn1)c1ccccc1 (centres undefined)	-12	1	0	-2	i	-5	2	-9	3
CC(C)=Cc1c(O)nc2ccccn2c1=O	-1	-5	3	-4	i	-2	-3	-8	-2
CCc1nnc(NCn2nc(C)cc2C)s1	7	8	0	-2	i	6	-9	-7	11
NC(=O)CNC(=O)[C@@H]1CC2(CC(c3ccccc3)=NO2)CN1C(=O)c1ccc(Br)cc1 (some centres undefined)	6	-4	2	-5	i	-8	16	0	-3
CCC(C)NC(=O)c1ccccc1NC(=O)CN(c1cc(C)ccc1OC)S(C)(=O)=O (centres undefined)	3	-9	0	-1	i	3	6	1	-3
CC(C)CN(C(=O)c1ccc2c(c1)OCO2)C1CCS(=O)(=O)C1 (centres undefined)	9	6	-1	-2	i	-4	-16	-7	0
OC(CNCC1COc2ccccc2O1)COc1ccccc1F (centres undefined)	6	5	0	-2	i	1	5	-2	2
C[C@H](O)[C@@H]1C(=O)N2CCc3c([nH]c4ccccc34)[C@@H]2C[C@@H]1N(C)C(=O)Nc1ccc(F)cc1	-3	-14	-4	-1	+	-6	-3	-6	-2
O=C(NCc1ccccn1)C1COc2ccccc2O1 (centres undefined)	-3	-2	1	-3	i	-13	1	-8	6
Cc1ccc(N(C(=O)c2ccccn2)C2(C(=O)NC3CCCC3)CCCCC2)cc1	-3	-19	2	-6	i	-6	13	5	-2
COc1cccc(CN(C)CC(=O)NCc2ccccc2Cl)c1OC	-1	3	-2	0	i	0	-9	0	-3
NC(Cc1ccc(F)cc1)c1csc(Nc2cc(Oc3ccccc3)ncn2)n1 (centres undefined)	-15	-2	0	0	i	-8	-12	-14	-6
NC(=O)/C(=C/c1ccco1)NC(=O)c1ccc(Br)o1	-17	19	-2	-4	i	-12	-7	-4	2
Cc1ccc(C2=Nc3ccccc3N=C(C(Cl)Cl)C2)cc1	-9	1	0	-4	i	-6	-12	14	-10
COc1ccc(-c2nnc(SCC(=O)NCC3CCCO3)o2)cc1 (centres undefined)	-1	9	-4	-3	i	-2	-11	-7	0
O=C(Nc1ncccc1O)c1ccc(OCC2CCCO2)cc1 (centres undefined)	6	3	3	-3	i	-2	5	-6	-9
CN(Cc1ccccc1)C(=O)[C@@H]1CCCN1S(=O)(=O)c1ccc(Cl)cc1	16	14	-2	-2	i	2	9	-4	2
CC1CCCC(n2c(=S)[nH]c3ccccc3c2=O)C1C (centres undefined)	-22	-3	3	-3	i	-3	3	26	-2
O=C(c1ccc(S(=O)(=O)N2CCOCC2)cc1)N1CCN(c2ccccc2F)CC1	0	1	0	-4	i	-1	2	-5	2
NC(=O)c1ccccc1NC(=S)NC(=O)c1ccc(Br)o1	14	11	1	-9	i	-2	7	-8	3
Nc1nc2ccccc2[nH]1	-53	-12	1	-5	i	-1	1	-6	2
COc1ccc(OC)c(C(=O)N2CCC(CCC(=O)NC3CC3)CC2)c1	-10	8	-1	-4	i	-6	15	-7	1
CC1=CC(=O)C=CC1(C)C(Cl)Cl (centres undefined)	-5	21	-1	-3	i	-6	-3	-10	0
Cc1ccc(C(C)C)cc1NC(=O)Nc1ccc([N+](=O)[O-])cc1	-1	20	-2	0	i	5	1	40	-16
Cc1cc(C)cc(OCC(=O)N/N=C/c2ccc([N+](=O)[O-])o2)c1	-2	-6	-1	0	i	4	2	14	-8
CCCCCCCC[n+]1cccc(C(=O)N(CC)CC)c1	-9	-9	4	18*	i	-2	-4	-5	0
Cc1cc(C)cc(OCC(=O)N/N=C/c2ccccn2)c1	26	4	1	-3	i	5	3	-3	2
c1ccc(-c2cc3c(N4CCCCC4)ncnc3s2)cc1	3	25	6	-8	i	-6	8	9	-1

Another view of two compounds above:
> CC1=CC(=O)C=CC1(C)C(Cl)Cl (centres undefined)
  MLLE-PAM2 inh: -5; SKN-1 block: 21; Rin1 Abl inh: -1; bovine MsrA act: -3; Neddylation inh: i; eLon inh: -6; NRP1-CendR mod: -3; FAS TE block: -10; MT1-MMP act inh: 0
> Cc1ccc(C(C)C)cc1NC(=O)Nc1ccc([N+](=O)[O-])cc1
  MLLE-PAM2 inh: -1; SKN-1 block: 20; Rin1 Abl inh: -2; bovine MsrA act: 0; Neddylation inh: i; eLon inh: 5; NRP1-CendR mod: 1; FAS TE block: 40; MT1-MMP act inh: -16

The results go on.
molecule	MLLE-PAM2 inh	SKN-1 block	Rin1 Abl inh	bovine MsrA act	Neddylation inh	eLon inh	NRP1-CendR mod	FAS TE block	MT1-MMP act inh
Cc1ccc(COC(=O)CCc2nc3ccccc3c(=O)[nH]2)cc1	-8	5	0	0	i	-19	-1	-10	1
C[C@H](NC(=O)c1nc[nH]c1C(=O)NCCCCCN)C(=O)OCc1ccccc1	5	13	2	-1	i	7	-5	-10	1
CCOc1cc(S(=O)(=O)NC2CC(C)(C)NC(C)(C)C2)ccc1Cl	2	-2	1	-10	i	-2	-1	-5	1
O=C(N/N=C/c1cc([N+](=O)[O-])ccc1O)c1cccc(NC(=O)c2cccc(Cl)c2)c1	-3	2	-1	-5	i	3	-15	27	0
COCCN(CCOC)Cc1c(C)[nH]c2ccccc2c1=O	-8	-9	-2	0	i	-1	13	-4	4
COc1ccc(CCNC(=O)C2CCN(S(=O)(=O)c3cnc[nH]3)CC2)cc1OC	6	15	-2	-4	i	4	-2	-10	-19
COc1ccc(NC(=O)Nc2ccc(Br)cn2)cc1	6	-5	-2	-2	i	-2	24*	-6	-1
O=C1c2ccccc2C(Nc2ccc(S(=O)(=O)N3CCOCC3)cc2)N1c1ccccn1 (centres undefined)	-1	-10	0	-4	i	-7	-4	1	-3
Cc1ccc(-c2cc(C(=O)Nc3c(C)n(C)n(-c4ccccc4)c3=O)[nH]n2)c(O)c1C	-6	5	0	-3	i	-14	4	5	2
Cc1ccc(NS(=O)(=O)c2ccc(NC(=O)C(C)Sc3ccc(Cl)cc3)cc2)c(C)c1 (centres undefined)	-7	-10	0	-4	i	-6	2	36	-8
COc1ccccc1CNC(=O)CC(C)c1ccccc1 (centres undefined)	9	12	1	-2	i	-1	12	-2	-2
CCCNC(=S)NC1CCCC1	-20	-6	2	0	i	-9	-4	-10	1
Cc1c(NCc2cc(Cl)ccc2O)c(=O)n(-c2ccccc2)n1C	1	9	2	3	i	0	10	-7	1
NC(=O)C1CCCN(C(=O)CCc2nnc(C3(c4ccc(Cl)cc4)CCC3)o2)C1 (centres undefined)	-1	3	4	-5	i	3	19	-5	0
O=C(Nc1ccc(Br)cc1)/C(=C/c1cccc([N+](=O)[O-])c1)NC(=O)C1CCCCC1	2	8	1	-5	i	-4	-8	39	5
C/C(=N\NC(=O)c1nn(C)c(C)c1Br)c1ccc(NC(=O)c2ccoc2C)cc1	-1	12	0	0	i	0	-8	-9	3
CC(CNC(=O)COC(=O)c1cccs1)c1ccccc1 (centres undefined)	-17	12	2	-1	i	-11	8	-3	·
COC(=O)/N=C/c1c(NCc2ccccc2)nc2c(C)cccn2c1=O	5	7	-1	0	i	2	9	11	9
C=CCc1ccc(OCCn2nnc3ccccc32)c(OC)c1	10	14	0	-2	i	-9	27*	5	-3
CC(=O)c1ccc(NC(=O)C(C)Nc2ccc(Cl)cc2)cc1 (centres undefined)	0	-11	-1	-1	i	9	7	5	5
Cc1c(NS(=O)(=O)c2ccc(Br)cc2)c(=O)n(-c2ccccc2)n1C	-7	3	1	0	i	-5	-3	0	0
CC(NC(=O)c1cc(-c2ccc(Br)cc2)on1)c1ccccc1 (centres undefined)	-5	10	-4	-1	i	-13	-3	2	1
COc1ccc(C(=O)/C=C/C(=O)N(Cc2ccccc2)C(C(=O)NC2CCCCC2)c2ccncc2)c(O)c1 (centres undefined)	-8	4	2	-4	i	1	6	17	-3
O=C(CSc1nc2ccccc2s1)Nc1ncccn1	-10	-6	-4	-4	i	-4	4	-9	-4

Some of these compounds in order of the eLon inh value, highest first:
| mol | eLon inh |
| --- | --- |
| COC(=O)/N=C/c1c(NCc2ccccc2)nc2c(C)cccn2c1=O | 2 |
| O=C1c2ccccc2C(Nc2ccc(S(=O)(=O)N3CCOCC3)cc2)N1c1ccccn1 (centres undefined) | -7 |
| CC(CNC(=O)COC(=O)c1cccs1)c1ccccc1 (centres undefined) | -11 |

Screens from PubChem BioAssay.
